# Bioassay records deposited in PubChem by several laboratories.
# Y pestis TopoI = Yersinia pestis topoisomerase I inhibitors, primary screen, biochemical, cleavage product accumulation, plate reader, single point | DNA topoisomerase I (Yersinia pestis CO92) | AID 504884, 2011 | 360,000 compounds, 0.064% hits | activity, % at 10 µM | Y. pestis Topo-I cleavage product accumulation; in the data active means activity above about 50%, passing the limit was not always enough; inconclusive means no clear call, values can overlap the other calls; further: inactives centre near 2
# CCHFV vOTU inh = CCHFV vOTU protease inhibitors, primary screen, biochemical, Pep-AMC substrate, fluorescence. Crimean-Congo hemorrhagic fever virus L polyprotein viral ovarian tumor (vOTU) protease …. inhibition, % at 11.5 µM. 370,000 compounds, 0.55% hits; in the data active means inhibition above about 30%; further: 0% = vehicle wells with enzyme and 100% = no enzyme wells
# Anthrax LF inh2 = Bacillus anthracis LF protease inhibitors, primary screen, biochemical, multiplex microsphere, MLPCN library | Lethal factor (Bacillus anthracis), P15917 | multiplex microsphere protease cleavage assay | inhibition, % at 10 µM | 360,000 compounds, 0.12% hits | AID 588501, 2011; further: plate controls were buffer without enzyme for full effect and enzyme alone for no effect
# Target sequence (P15917 whole entry, looked up): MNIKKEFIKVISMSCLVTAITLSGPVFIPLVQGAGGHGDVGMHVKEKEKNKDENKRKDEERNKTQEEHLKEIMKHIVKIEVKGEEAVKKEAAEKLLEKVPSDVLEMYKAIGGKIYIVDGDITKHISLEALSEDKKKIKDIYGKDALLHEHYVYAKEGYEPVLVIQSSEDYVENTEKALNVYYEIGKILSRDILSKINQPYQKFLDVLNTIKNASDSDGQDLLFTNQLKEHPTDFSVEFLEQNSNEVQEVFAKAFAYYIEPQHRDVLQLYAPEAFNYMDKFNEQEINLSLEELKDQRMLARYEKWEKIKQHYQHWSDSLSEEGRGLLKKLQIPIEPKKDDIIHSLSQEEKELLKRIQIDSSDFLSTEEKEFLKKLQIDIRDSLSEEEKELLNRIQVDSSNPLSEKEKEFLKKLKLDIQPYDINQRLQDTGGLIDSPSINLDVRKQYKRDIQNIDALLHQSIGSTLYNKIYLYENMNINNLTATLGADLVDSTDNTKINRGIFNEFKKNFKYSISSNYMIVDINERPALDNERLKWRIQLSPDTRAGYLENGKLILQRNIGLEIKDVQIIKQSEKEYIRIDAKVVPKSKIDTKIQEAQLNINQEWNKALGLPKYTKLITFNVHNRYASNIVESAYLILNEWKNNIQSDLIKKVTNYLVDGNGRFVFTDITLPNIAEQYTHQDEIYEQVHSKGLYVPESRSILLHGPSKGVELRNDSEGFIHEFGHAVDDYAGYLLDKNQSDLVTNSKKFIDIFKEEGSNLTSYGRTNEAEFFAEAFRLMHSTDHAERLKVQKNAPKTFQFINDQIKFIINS
# PrPC TRFRET = inhibitors of human cell surface prion protein PrPC, primary screen, cell-based, TR-FRET | Major prion protein (Homo sapiens), P04156 | TR-FRET read-out | inhibition, % at 13.8 µM | 370,000 compounds, 0.43% hits; in the data active means inhibition above about 24%; further: 0% = median of the test wells and 100% = reference compound wells
# TcdB GH inh = TcdB glycohydrolase inhibitors, primary screen, biochemical, single point, plate reader; 350,000 compounds, 0.24% hits; AID 652162, 2013; inhibition, % at 9.99 µM; TcdB glycohydrolase enzymatic assay; Toxin B (Clostridioides difficile), P18177; in the data active means inhibition above about 10%
# BoNT-F LC inh = BoNT/F light chain protease inhibitors, primary screen, biochemical, flow cytometry, MLPCN library; Botulinum neurotoxin type F light chain protease (Clostridium botulinum); Multiplex microsphere protease cleavage assay; inhibition, % at 10 µM; 360,000 compounds, 0.22% hits; AID 588497, 2011; in the data active means inhibition above about 35%, passing the limit was not always enough; inconclusive means no clear call, values can overlap the other calls; further: plate controls were buffer without enzyme for full effect and enzyme alone for no effect
# FadD28 FP inh = inhibitors of FadD28 bisubstrate probe binding, primary screen, biochemical, fluorescence polarization, single point; 360,000 compounds, 0.22% hits; inhibition, % at 12.5 µM; Mycobacterium tuberculosis FadD28 fatty-acid-AMP ligase; in the data active means inhibition above about 8.5%, passing the limit was not always enough; inconclusive means no clear call, values can overlap the other calls
# BoNT-A LC inh2 = BoNT/A light chain protease inhibitors, primary screen, biochemical, flow cytometry, MLPCN library; 360,000 compounds, 0.17% hits; Botulinum neurotoxin type A light chain protease (Clostridium botulinum A str. ATCC 3502); multiplex microsphere protease substrate cleavage; inhibition, % at 10 µM; further: plate controls were buffer without enzyme for full effect and enzyme alone for no effect
# PfHsp40 rescue = rescue of yeast from PfHsp40 toxicity, primary screen, S. cerevisiae, ATP luminescence. S. cerevisiae expressing PfHsp40, growth rescue. growth rescue, % at 12.5 µM. 340,000 compounds, 0.68% hits. AID 504582, 2011; in the data active means growth rescue above about 28%, passing the limit was not always enough; inconclusive means no clear call, values can overlap the other calls;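 further: yeast W303a lacking pdr1 and pdr3 grown in galactose medium; growth measured after three days at 30 °C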
# An asterisk follows results filed as active; ? = inconclusive; . = no result given; & = joins results of further samples. Unless noted, no stated cut-off is given here; in the data, active means inhibition above about 30%; inconclusive means no clear call, values can overlap the other calls; inactive means below that.
SMILES	Y pestis TopoI	CCHFV vOTU inh	Anthrax LF inh2	PrPC TRFRET	TcdB GH inh	BoNT-F LC inh	FadD28 FP inh	BoNT-A LC inh2	PfHsp40 rescue
CCC(C)c1ccccc1NC(=O)COC(=O)c1ccc2c(c1)S(=O)(=O)c1ccccc1C2=O (stereo not drawn)	-4	1	0	-21	.	0	-1.3	0.0	-0.3
C[C@@H](NCCCn1cnc2c(OCc3ccccc3)ncnc21)c1cccc2ccccc12	1	-5	4	-21	-0.1	-8	-2.2	-0.2	0.2
CC[C@@H](C)[C@@H](C(=O)N1CCNCC1)n1cc(CCC(=O)O)nn1	6	-10	-16	2	-0.1	3	-4.6	-0.6	-1.2
CC(NC(=O)CN1C(=O)NC2(CCCC2)C1=O)c1ccc2ccccc2c1 (stereo not drawn)	4	-11	-7	-1	-0.9	-13	-2.3	-3.9	-0.6
O=C(Nc1cccc(Cl)c1N1CCCC1)c1ccc(Br)o1	9	-1	-3	12	.	-6	-7.0	-1.7	-0.5
COc1ccc(N2CCN(S(=O)(=O)c3ccc(C(=O)NC4CCCC4)cc3)CC2)cc1	-1	0	0	4	0.4	4	-0.9	0.4	-0.6
O=C1NCCN/C1=C\C(=O)c1ccccc1	-4	-9	-9	-17	2.3	-7	-3.6	-0.2	0.2
C[C@H](CO)N1C[C@H](C)[C@@H](CN(C)S(=O)(=O)c2ccccc2)Oc2ccc(NC(=O)Cc3ccccc3)cc2C1=O	32	2	0	6	-0.2&1.6	-4	-0.6	-0.6	0.0
Cc1cc(=O)oc2c(C)c(OCC(=O)N3CCN(c4ccccc4)CC3)ccc12	8	3	0	4	-0.9	5	-3.4	1.0	2.8
NC(=O)Nn1c(CCC(=O)O)ccc1-c1ccc(F)cc1	0	3	-6	6	.	-15	-2.4	-0.1	-0.6
COC(=O)C1=C(C)N(C)C(C)=C(C(=O)OC)C1c1ccncc1	-7	-1	0	-12	.	7	-1.6	1.0	-0.9
C[C@]12C=CC(=O)C=C1CC[C@@H]1C2[C@@H](O)C[C@@]2(C)C1CC[C@]2(O)C(=O)COC(=O)CCC(=O)O (stereo partly drawn)	4	23	8	-1	0.2	?	-0.5	1.9	-0.9
Cc1ccccc1C(=O)NNC(=O)c1cccn1C	3	2	6	-4	1.6	11	-0.5	-2.8	-2.1
O=C(Cn1cccc1)Nc1ccc(OC(F)(F)F)cc1	-8	-2	1	-3	0.3	4	0.3	3.7	1.0
CCOc1ccc(/C=C/C(=O)c2c(O)cc(C)oc2=O)cc1	-5	-7	-3	3	0.2	34	-0.2	0.3	-1.8
COc1ccccc1-c1nnc(SCC(=O)NCc2c(C)c(Cl)cc(C(C)C)c2O)o1	13	1	-4	1	1.2	-9	-8.5	-1.3	16
CCCCCCCNC(=O)C1(CC2CC(c3ccc(Cl)cc3)=NO2)CCN(C(=O)C2(C)CC2)CC1 (stereo not drawn)	39	.	5	.	.	-7	-4.5	-0.3	3.1
O=C(CSc1nc2ccc(NC(=O)c3ccccc3C(=O)O)cc2s1)Nc1c(Cl)cccc1Cl	0	18	0	3	-9.3	-4	-8.8	0.2	4.5
CN(C(=O)c1ccccc1)C1(C)CCS(=O)(=O)C1 (stereo not drawn)	-3	-5	-2	-1	.	4	0.9	-0.2	-0.9
CC(=O)NNc1nc(-c2ccc(C)cc2)cs1	-3	-2	2	-2	2.4	-5	-4.1	-1.2	10
O=S(=O)(c1ccc(F)cc1)N1CN(Cc2ccco2)c2nc3ccccc3nc21	19	-22	-1	-6	.	-12	3.2	2.0	-0.3
O=C(NCC1CCCO1)c1cc(C(=O)c2ccc(Cl)cc2Cl)c[nH]1 (stereo not drawn)	-1	0	0	8	2.4	2	-0.2	0.6	-1.1
S=c1nc(C2CC2)[nH]c2ccccc12	-5	9	2	15	.	-11	-2.4	0.3	1.3
COc1cccc(OCCNS(=O)(=O)c2cccc([N+](=O)[O-])c2)c1	-3	13	0	-3	3.6	-7	-2.1	0.1	0.2
COc1ccccc1Nc1nc(-c2ccccc2)nc2ccccc12	-3	-33	-1	2	3.5	-11	-1.6	-0.2	4.0
CCCN(C(=O)C1=COCCO1)c1c(N)n(Cc2ccccc2)c(=O)[nH]c1=O	5	7	-4	0	-3.1	-4	-1.2	-1.3	1.3
CC(=O)N1CCN(c2ccc(NC(=O)COc3ccc(Cl)cc3Cl)cc2)CC1	7	-13	0	4	.	-7	-0.8	0.2	2.9
CC(=O)c1ccc(NS(=O)(=O)c2cccc(C(=O)Nc3ccccc3C(=O)O)c2)cc1	-5	-3	-2	6	-1.1	-5	-2.0	3.8	0.9
COc1ccc(N(CC(=O)Nc2ccc(F)c(F)c2)S(=O)(=O)c2c(C)[nH]c(=O)[nH]c2=O)cc1	5	12	-4	-4	0.8	?	-0.3	-4.6	-1.0
C=CCn1c(SCC(=O)NC2CCCC2)nc2sc(C)cc2c1=O	-1	-3	0	-3	3.6	2	0.8	3.4	-0.5
N#CCc1ccccc1C(=O)OCC(=O)N(Cc1ccccc1)Cc1ccccc1	14	0	-5	10	0.3	?	0.8	-3.3	2.1
Cn1c(=O)n(C)c2cc(NC(=O)c3cccc([N+](=O)[O-])c3)c(Br)cc21	4	5	2	-3	1.0	2	-1.4	-0.1	1.9
COc1ccc(Cc2nnc(NC(=O)c3ccccc3F)s2)cc1	-1	1	10	-2	0.0	?	-1.3	-1.8	1.1
COc1ccccc1CNC(=O)CCCNC(=O)Cn1cnc2sc(C)c(C)c2c1=O	7	-3	-1	-2	0.5	0	-1.2	0.2	-0.8
Cc1nn(CC(=O)c2ccc(Br)s2)c(C)c1[N+](=O)[O-]	-2	2	5	1	-1.3	-4	-4.7	-0.1	0.2
CCN(CC)c1ccc(C=O)c(OC)c1	7	15	-3	3	1.7	-2	0.5	-1.0	?
CCc1cc2c(COC(=O)CCNS(=O)(=O)c3cccc(C(F)(F)F)c3)cc(=O)oc2cc1O	5	-20	.	-6	1.3	.	-3.0	.	2.7
CN(C(=O)c1cc2c(cc1Br)OCO2)c1cccc2ccccc12	23	-1	-4	3	0.9	0	0.0	-0.2	.
O=C(NNC(=O)C1CC(c2cccs2)=NO1)Nc1ccc(Cl)cc1 (stereo not drawn)	-5	14	-3	-4	1.3	-14	-0.8	-0.8	1.4
CCCCn1c(/C=N/Nc2nc3ccccc3[nH]2)nc2ccccc21	14	-1	-6	-8	.	-30	-4.7	0.1	7.0
O=c1oc(-c2cccc(C(F)(F)F)c2)nn1-c1ccc(C(F)(F)F)cn1	3	4	1	7	-1.1	?	-3.8	?	0.7
CCn1cc(Br)c(C(=O)Nc2cccc(SC)c2)n1	-1	-9	3	-1	.	2	-4.2	-1.0	2.0
COCCN(C(=S)Nc1cccc(Cl)c1C)C(C)c1ccco1 (stereo not drawn)	11	6	-1	-9	-0.3	-11	-1.6	-0.3	-0.4
Cc1ccc(NC(=O)CN(C)CC(=O)NC2CCCc3ccccc32)cc1 (stereo not drawn)	17	6	-10	3	1.3	0	-3.9	0.2	0.5
CC(C)(C)c1cc(CCC(=O)NCCc2ccccn2)cc(C(C)(C)C)c1O	5	-15	1	4	0.0	5	-2.8	0.7	-2.0
COc1ccc(-c2cn3ccsc3n2)cc1	7	5	1	-3	.	-3	0.7	-0.6	-0.4
CC(C)CNC(=O)C(=O)NCC(c1ccc2c(c1)OCO2)N1CCOCC1 (stereo not drawn)	1	0	0	-4	0.7	-6	-1.6	0.1	-0.3
O=c1cc(CN2CCCc3ccccc32)nc2sccn12	7	10	2	-15	1.0	-14	-0.4	3.4	-1.5
CCOC(=O)N1CCC(NCCNC(=O)c2ccccc2)CC1	-3&-4	-6&7	-22&4	-5&-1	0.7	0&-4	-2.6&-2.6	-0.5&0.3	-0.3&0.0
CCOC(=O)C1(Cc2cccc(Cl)c2)CCCN(C(=O)c2ccco2)C1 (stereo not drawn)	19	0	4	5	0.3	7	-0.2	-0.9	1.2
CC(=O)Nc1cccc(NC(=O)CSc2nnc3ccc(-c4ccncc4)nn23)c1	0	4	-6	-24	1.4	4	-1.1	0.8	-0.9
CC(C)(C)c1ccc(CNc2ccc([N+](=O)[O-])cn2)cc1	-1	10	-2	2	.	-14	-1.6	0.2	23
CC(C)(C)c1ccc(OCC(O)CN2CCc3ccccc3C2)cc1 (stereo not drawn)	36	11	-2	9	0.7	?	-1.3	1.6	.
COc1ccccc1CNC(=O)CCCc1ccccc1	6	-6	1	-6	0.4	-4	-1.9	0.1	-1.0
COC(=O)c1ccc(NC(=O)C2CCN(C(=O)Nc3ccccc3)CC2)cc1	-10	1	0	2	0.5	-9	-0.6	-0.8	0.9
COc1ccc(CN(C(=O)c2oc3ccc(F)cc3c2C)C2CCS(=O)(=O)C2)cc1 (stereo not drawn)	17	0	-2	2	-0.7	-10	-6.2	-3.1	1.1
Cc1cccc(CN2CCN([C@H]3CS(=O)(=O)N[C@@H]3COCc3ccccc3)CC2)c1	.	14	0	-11	-0.3	-5	-3.1	0.0	.
CC(C)C[C@H]1CNC(=S)N1C[C@H]1CCCN1C[C@H](CC(C)C)N1C[C@H](Cc2ccc(O)cc2)N(CC2CCCCC2)C1=S	.	12	-16	-5	1.4	-4	.	-1.4	.
COc1ccccc1CC(=O)NCc1nn(-c2ccccc2)nc1C	-3	-10	-5	-4	1.3	?	-2.7	-2.1	-0.7
Cc1ccc(N(C)C(=O)C2CCCN2S(=O)(=O)c2ccc3c(c2)n(C)c(=O)c(=O)n3C)cc1 (stereo not drawn)	10	-4	-3	2	-0.4	0	-4.1	0.1	-0.3

# Carrying on:
SMILES	Y pestis TopoI	CCHFV vOTU inh	Anthrax LF inh2	PrPC TRFRET	TcdB GH inh	BoNT-F LC inh	FadD28 FP inh	BoNT-A LC inh2	PfHsp40 rescue
Cc1ccccc1N(C(=O)Cn1nnc(-c2ccc(F)cc2)n1)C(C(=O)NC(C)(C)C)c1ccncc1 (stereo not drawn)	23	10	3	-7	1.3	-14	-5.0	-0.7	0.5
COc1cccc(CN2CC(O)=C(c3nc(-c4ccc(Cl)cc4)cs3)C2=N)c1	-2	2	-3	4	1.2	-9	-2.5	-0.5	-0.7
CCOc1ccccc1/C=C/c1cc(C(=O)O)c2ccccc2n1	5	-17	-4	2	1.5	1	-3.6	0.3	?
O=C(CN1CCN(S(=O)(=O)c2ccc(Br)cc2)CC1)Nc1ccc2c(c1)OCCO2	31	20	1	6	.	-7	-3.1	-0.4	-0.3
Cc1ccc(NC(=S)c2nc3ccccc3s2)cc1	-4	7	1	-1	.	-2	-1.8	1.2	0.2
C/C(=N\NS(=O)(=O)c1ccc([N+](=O)[O-])cc1)c1c[nH]c2ccccc12	-2	-3	-2	-10	-1.4	-4	0.2	-1.6	-1.6

# Pulled one by one from the list above:
SMILES	Y pestis TopoI	CCHFV vOTU inh	Anthrax LF inh2	PrPC TRFRET	TcdB GH inh	BoNT-F LC inh	FadD28 FP inh	BoNT-A LC inh2	PfHsp40 rescue
O=C(CN1CCN(S(=O)(=O)c2ccc(Br)cc2)CC1)Nc1ccc2c(c1)OCCO2	31	20	1	6	.	-7	-3.1	-0.4	-0.3
COc1cccc(CN2CC(O)=C(c3nc(-c4ccc(Cl)cc4)cs3)C2=N)c1	-2	2	-3	4	1.2	-9	-2.5	-0.5	-0.7
